SRC3 TRFRET art – flags TR-FRET format artefacts in PPARgamma SRC-3 recruitment agonist screen; TR-FRET ratio at 8 µM; 99,000 tested, 0.39% active; TR-FRET artefact counter-screen, PPARgamma/SRC-3 format; active compounds read high; in the data active = TR-FRET ratio above about 2000; note: inactives centre near 1600; reference of the scale not given here
SRC1 TRFRET art – flags TR-FRET format artefacts in PPARgamma SRC-1 recruitment agonist screen. TR-FRET detection artefact counter-screen, emission ratio; active compounds read high. TR-FRET ratio at 8 µM. 99,000 tested, 0.34% active; in the data active = TR-FRET ratio above about 2300; note: inactives centre near 1800; reference of the scale not given here
* marks the source's active call; other numbers are inactive results. Some of the compounds tested, so the mix of outcomes need not match the whole.

SMILES	SRC3 TRFRET art	SRC1 TRFRET art
CC(C)c1ccc(C2C(C#N)=C(N)Oc3c2oc(CO)cc3=O)cc1 (stereo unspecified)	1500	1509
CC(=O)Nc1nc(-c2ccc3c(c2)CCN3S(C)(=O)=O)cs1	1642	1950
CCC(c1nnc(SCC(=O)Nc2ccc(C(C)=O)cc2)n1C1CCCCC1)N(C)C (stereo unspecified)	1475	1828
COc1ccc(S(=O)(=O)N2CCOCC2)cc1NC(=O)CN(C)Cc1c(F)cccc1Cl	1623	1851
O=C(CSc1cccc[n+]1[O-])c1cc2ccccc2o1	1447	1785
Cc1cc(C)cc(Nc2nc(-c3ccc(S(=O)(=O)N4CCCC4)cc3)cs2)c1	1458	1599
N/C(CC(=O)Nc1ccc(F)cc1)=N\O	1751	1999
NNC(=O)c1sccc1OCc1ccc(Cl)cc1	1467	1698
Cc1oc(/C=N/NC(=O)CC2(C)OCCO2)cc1Br	1614	1995
O=C(N/N=C/C1CC=CCC1)c1ccc(Cl)cc1O (stereo unspecified)	1563	1961
COc1cccc(CNc2ncnc3cc(Cl)ccc23)c1	1517	1770
CN(C)c1ccc(/C=N/NC(=O)Cn2nnc3ccccc32)cc1	1570	1624
CCc1ccc(Oc2coc3cc(OC(=O)c4cc5ccccc5oc4=O)ccc3c2=O)cc1	1453	1862
Cc1[nH]n(-c2ccccc2)c(=O)c1C(c1cccc([N+](=O)[O-])c1O)c1c(C)[nH]n(-c2ccccc2)c1=O	1757	1811
N/C(=N\OC(=O)CN1C(=O)c2ccccc2C1=O)c1ccc(Cl)cc1	1499	1888

Three structures already listed, arranged by length of the SMILES, rising.
SMILES	SRC3 TRFRET art	SRC1 TRFRET art
CC(=O)Nc1nc(-c2ccc3c(c2)CCN3S(C)(=O)=O)cs1	1642	1950
N/C(=N\OC(=O)CN1C(=O)c2ccccc2C1=O)c1ccc(Cl)cc1	1499	1888
Cc1cc(C)cc(Nc2nc(-c3ccc(S(=O)(=O)N4CCCC4)cc3)cs2)c1	1458	1599

Additional structures.
SMILES	SRC3 TRFRET art	SRC1 TRFRET art
Cc1cc(C)cc(Oc2nc3c(C)cccn3c(=O)c2/C=C(\C#N)C(=O)NC2CCS(=O)(=O)C2)c1 (stereo unspecified)	1609	1650
CCOC(=O)C1CCN(c2c(C(=O)c3ccccc3)cnc3ccc(CC)cc23)CC1	1514	1829
CN1CCN(C(=O)c2cc(C(C)(C)C)cc(C(C)(C)C)c2)CC1	1628	1802
Cc1cc(SCC(=O)NCCN2C(=O)CSC2=O)nc2c(C)cccc12	1627	1719
CC(C)c1ccc(C(=O)Nc2ccc(N3CCOCC3)cc2)cc1	1766	2129
CCc1ccc(CNC(=O)CCc2nnc(Cc3cccc(C(F)(F)F)c3)o2)nc1	1422	1640
O=C(COc1cccc2cccnc12)N/N=C/c1ccc(O)cc1	1459	1894
c1ccc(C2=Nc3cccc4cccc(c34)N2)cc1	1647	1916
C=CCc1ccc(O)c(-c2ccc(O)c(CC=C)c2)c1	1678	2102
COc1ccccc1Cc1nc2ccccc2n1S(=O)(=O)c1ccc(Cl)cc1	1365	1742
CC(=O)N1CCc2cc(S(=O)(=O)CCC(=O)NCc3ccco3)ccc21	1600	1696
COc1ccc(-c2nn(-c3ccccc3)cc2/C=C/C(=O)N2CCN(c3ccccn3)CC2)cc1	1475	1613
COc1ccc(C(=O)Nc2ccc(-n3nncc3C(C)(C)C)cc2)cc1	1390	1686
Cc1cccc(N2CC(C(=O)Nc3ccc(S(=O)(=O)N4CCOCC4)cc3)CC2=O)c1 (stereo unspecified)	1689	1812
COc1cc(OC)c(S(=O)(=O)Nc2ccccc2NC(=O)CN2CCOCC2)cc1NC(C)=O	1465	1885
O=C(CNC(=O)c1ccc(F)cc1)N/N=C/c1cc(Br)ccc1OCc1ccccc1	1583	1892
CCCCC(=O)N/N=C/c1ccc(-c2ccc([N+](=O)[O-])cc2)o1	1470	1818
O=C(NCc1ccccn1)c1cccc(NS(=O)(=O)c2cccc(Cl)c2)c1	1538	1678
CS(=O)(=O)Nc1ccc(C2=NN(C(=O)c3ccco3)C(c3ccccc3F)C2)cc1 (stereo unspecified)	1641	1969
CC1CC(C)CN(S(=O)(=O)c2cc(C(=O)O)c(Cl)s2)C1 (stereo unspecified)	1640	1918
O=S(=O)(NCC1COc2ccccc2O1)c1ccc2ccccc2c1 (stereo unspecified)	1600	1750
COc1cc(/C=C2\SC(=Nc3ccc(O)cc3)NC2=O)cc(OC)c1O	1665	1971
COC(=O)c1c(NC(=O)COC(=O)[C@@H](NS(=O)(=O)c2cccc(Cl)c2)C(C)C)sc2c1CCC2	1782	1897
COc1ccc(CN2C(=O)NC3(CCCC3)C2=O)cc1F	1629	1908
COc1ccccc1OCC(=O)NCCC1=CCCCC1	1724	1862
CCOc1ccc(C2C3=C(Nc4nc(N)[nH]c(=O)c42)c2ccccc2C3=O)cc1 (stereo unspecified)	1580	1746
CCOc1ccc(-n2c(=O)[nH]c3sc4c(c3c2=O)CCCC4)cc1	1819	2079
CCOc1cc(/C=N/Nc2nc(Nc3ccccc3)nc(N3CCCCC3)n2)ccc1OCC(=O)O	1598	1791
O=C(NCCOc1ccccc1)c1cc(C(=O)NCCOc2ccccc2)cc([N+](=O)[O-])c1	1522	1772
COc1ccc(/C=C2/CCc3ccccc3C2=O)cc1OC	1609	1831
CCCc1nn(C)c(C(N)=O)c1[N+](=O)[O-]	1752	1978
Cc1cc(NC(=O)c2ccccc2F)ncc1NC(=O)c1cccs1	1666	1556
O=C(CSc1nc2c(c(=O)n1-c1ccc(Cl)cc1)SCC2)Nc1nccs1	1471	1960
COc1cc(/C=N/NC(=O)c2cn(-c3cccc(C)n3)cn2)ccc1O	1587	1679
CN1CCN(C(=S)c2cn(Cc3ccc(F)cc3)c3ccccc23)CC1	1417	1845
COc1cc2c(cc1OC)-c1nnc(C)n1C(C)(C)C2	1490	1682
CCN(C(=O)COC(=O)c1cc(-c2ccccc2)nc2c1c(C)nn2-c1ccc(C)cc1)C1CCS(=O)(=O)C1 (stereo unspecified)	1879	1660
N#C/C(=C/c1cn(CC(=O)O)c2ccccc12)c1ccc(F)cc1	1591	1875
Cc1nn(C)c(C)c1CN(Cc1nc(-c2cc(F)ccc2F)oc1C)C1CC1	1637	1481
CCC(CC)NC(=O)CC(c1ccccc1)c1ccccc1	1515	1469
COc1ccc(S(=O)(=O)NNC(=O)c2ccccc2-n2cccc2)cc1	1527	1732
Cc1cc(C(=O)Nc2ccccc2N2CCOCC2)ccc1[N+](=O)[O-]	1533	1785
CCc1ccc(S(=O)(=O)ON2C(=O)c3ccccc3C2=O)cc1	1668	1564
CCC(=O)N(Cc1c(C)nn(-c2ccccc2)c1Cl)c1ccc(Cl)cc1	1454	1843
O=S(=O)(c1ccc(Br)cc1)N1CCN(c2cc(-c3ccccc3)nc3ncnn23)CC1	2046	1774
CNC(=S)N(CCc1c(C)[nH]c2ccc(C)cc12)Cc1ccco1	1745	1881
CCOc1ccc(-c2c(C(=O)N/N=C/c3ccc(OC(C)C)cc3)nnn2-c2nonc2N)cc1	1575	2064
Cc1cccc(N2CC(C(=O)OCc3ccc([N+](=O)[O-])cc3)CC2=O)c1 (stereo unspecified)	1636	2005
COc1ccccc1OCC(=O)Nc1cc(Cl)ccc1Oc1ccccc1	1705	1921
Cc1ccc(C)c(OCC(=O)Nc2ccc(S(=O)(=O)Nc3ccccn3)cc2)c1	1554	1732
COc1ccc(C(=O)OC(C)C(=O)Nc2cc(C(F)(F)F)ccc2Cl)c(OC)c1OC (stereo unspecified)	1544	1716
CCS(=O)(=O)c1ccc2oc(Nc3cccc(OC)c3)nc2c1	1656	1694
CC(=O)Nc1ccc(O)c(-c2nc3ccccc3s2)c1	1627	1796
COc1ccc(CN(C(=O)CO/N=C/c2ccccc2)c2ccccc2C(=O)O)cc1	1514	1577
O=C(CSc1nnnn1-c1cccc2ccccc12)NC(C(=O)O)(c1ccccc1)c1ccccc1	1527	1544
COc1ccc(NC(=O)CC2C(=O)N(c3cccc(OC)c3)C(=O)N2C(C)C)cc1 (stereo unspecified)	1397	1924
CCOc1ccc(C2CC(c3cccc(Cl)c3)n3nc(N)nc3N2)cc1 (stereo unspecified)	1513	1806
C=CCN1C(=O)/C(=C/c2ccc(O)cc2)S/C1=N/c1nccs1	1533	1683
CCN1CCN(CCNC(=O)c2ccc(/C=C3\Sc4ccccc4N(Cc4ccccc4F)C3=O)cc2)CC1	1502	1693
CSc1ccc(Cl)c(C(=O)OCC(=O)Nc2ccccc2OC(F)F)c1	1760	1724

Full records, looked up by structure. Order of values: SRC3 TRFRET art	SRC1 TRFRET art
Record of `CC(=O)Nc1ccc(O)c(-c2nc3ccccc3s2)c1` → 1627	1796
Record of `Cc1ccc(C)c(OCC(=O)Nc2ccc(S(=O)(=O)Nc3ccccn3)cc2)c1` → 1554	1732
Record of `C=CCN1C(=O)/C(=C/c2ccc(O)cc2)S/C1=N/c1nccs1` → 1533	1683
Record of `COc1ccc(CN(C(=O)CO/N=C/c2ccccc2)c2ccccc2C(=O)O)cc1` → 1514	1577

Returning to the listing, starting 4 compounds before the break.
SMILES	SRC3 TRFRET art	SRC1 TRFRET art
CCOc1ccc(C2CC(c3cccc(Cl)c3)n3nc(N)nc3N2)cc1 (stereo unspecified)	1513	1806
C=CCN1C(=O)/C(=C/c2ccc(O)cc2)S/C1=N/c1nccs1	1533	1683
CCN1CCN(CCNC(=O)c2ccc(/C=C3\Sc4ccccc4N(Cc4ccccc4F)C3=O)cc2)CC1	1502	1693
CSc1ccc(Cl)c(C(=O)OCC(=O)Nc2ccccc2OC(F)F)c1	1760	1724
COc1ccc(-c2cc(-c3ccc(C)cc3)nc(SCc3nnc(-c4ccccc4)o3)c2C#N)cc1OC	1446	1620
O=C(NN1C(=O)C2C3C=CC(C3)C2C1=O)c1ccncc1 (stereo unspecified)	1621	1831
CCCn1nnnc1NCc1cc(Br)ccc1OC	1618	1918
Cc1cccc(-c2nnn(C/C(N)=N/O)n2)c1	1479	1686
Cc1ccc(-n2cccn2)c([C@@H]2C[C@H]3CN(C)C(=O)[C@]34CCCN24)c1	1694	1853
COc1ccc(/C=C/C(=O)Oc2ccc(/C=N\NC(=O)c3ccc(F)cc3)cc2)cc1	1676	2033
CCn1ccnc1CN1CCc2c([nH]c3ccccc23)C1C(C)(C)C (stereo unspecified)	1722	1912
CCN(CC)S(=O)(=O)c1ccc(NC(=O)COc2nc3ccccc3nc2N2CCOCC2)cc1	1316	1608
O=C(COC(=O)C1CCN(S(=O)(=O)c2cccs2)CC1)c1ccccc1	1587	1705
COc1ccc(CCNC(=O)C2CCN(c3nn4c(=O)cc(C)nc4s3)CC2)cc1OC	1492	1655
CN(C)CCCn1c(SCC(=O)N2CC(=O)Nc3ccccc32)nc2ccccc2c1=O	1406	1683
COc1cc2c(cc1NC(=O)CSc1nc3cc(Cl)ccc3s1)oc1ccccc12	1328	1742
O=C(Cc1noc2ccccc12)Nc1ccc(Cl)cc1	1706	1721
O=C(Nc1ncn[nH]1)c1cccc(S(=O)(=O)N2CCOCC2)c1	1414	1745
CCOC(=O)N1CCN(c2ccc([N+](=O)[O-])cc2F)CC1C (stereo unspecified)	1520	1795
CCN=C(NCC)SC1CC(=O)N(c2cccc(OC)c2)C1=O (stereo unspecified)	1651	1802
CCOC(=O)CSc1nc(-c2ccccc2)ns1	1554	1776
Cc1cc(C)cc(C(=O)NCC(=O)OCC(=O)NCc2ccco2)c1	1456	1685
Cc1ccc(-n2c(-c3ccccc3)c[nH]c2=S)cc1	1261	1710
Cc1oc2ccc(Br)cc2c(=O)c1-c1nn[nH]n1	1670	1806
Cn1c(=NC(=O)c2ccc3c(c2)OCCO3)sc2cc(S(C)(=O)=O)ccc21	1990	2065
N=C1S/C(=C\c2ccccc2)C(=O)N1c1ccc(F)cc1	1616	1590
CCN(CC)CCCNC(=O)CCC(=O)Nc1ccc2nc(N3CCCCC3)cc(C)c2c1	1804	1671
O=C(Cc1cccs1)Nc1nnc(-c2ccc(F)cc2)s1	1784	1960
O=C(CCCSc1nc2ccccc2[nH]1)NC1CCCCC1	1657	1951
COC(=O)C1=C(C)N(C)C(=S)NC1c1cc(OC)ccc1OC (stereo unspecified)	1535	1649
COc1ccc(NC(=O)N2CCC(n3cnc4ccccc43)CC2)cc1	1621	1646
COc1ccc(CCNc2cn[nH]c(=O)c2Cl)cc1OC	1585	1594
COc1cccc(C(=O)Nc2ccc(-n3nncc3C(C)(C)C)cc2)c1	1459	1817
Fc1cc(F)cc(NC(=S)NCCCN2CCOCC2)c1	1760	1875
O=C(c1cccc(C(=O)N2CCN(c3ccc(F)cc3)CC2)c1)N1CCN(c2ccc(F)cc2)CC1	1618	1819
COc1cccc(/C=N/NC(=O)CCCc2ccc(OC)c(C)c2)c1	1699	1707
Cc1ccc(-n2c(CNc3ccc(C)c(Cl)c3)n[nH]c2=S)cc1	1441	1624
CCn1nnnc1NCc1cccc(Cl)c1	1538	1961
CCOC(=O)N/N=C/c1cn(CCCOc2ccc(C)cc2)c2ccccc12	1639	1506
O=C(NCC1CCCO1)c1ccc(CSCc2cccc(F)c2)o1 (stereo unspecified)	1574	1856
COc1ccc(C(=O)NCCSc2ccc(C)cc2)cc1	1620	1805
O=C(N/N=C/c1cc([N+](=O)[O-])ccc1O)Nc1ccccc1	1683	1716
CN1C(=O)C(O)(c2nnc(-c3ccccc3)o2)c2ccccc21 (stereo unspecified)	1526	1909
NC(=O)c1cc[n+](CC(=O)c2ccc(NC(=O)c3ccccc3)cc2)cc1	1634	1613
CC1CCc2nn(CC(=O)NC3CCCC(C)C3C)cc2C1 (stereo unspecified)	1691	1869
Cc1cc(-c2ccc(Br)cc2)n[nH]1	1696	1794
CCc1noc(C)c1C(=O)N1CCCC(CCC(=O)NCc2cccc(OC)c2)C1 (stereo unspecified)	1613	1393
O=C(NCC(=O)N(c1cccc(F)c1)C(C(=O)NC1CCCC1)c1ccco1)c1ccco1 (stereo unspecified)	1446	1628

Screens (PubChem BioAssay)
